Compound activity as filed in PubChem.
Autophagy HCS – alters autophagy in cells. calls only at 10 µM (by protocol). AID 463193. MEF GFP-LC3 puncta imaging; test concentration mostly 10 µM. 190,000 compounds, 0.98% hits;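 active = percentage of spot-positive cells more than 3 SD above its plate mean, without a fluorescence outlier flag or 80% toxicity; inconclusive = no clear call, values can overlap the other calls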;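 also: spot-positive cell cutoff set from DMSO-treated cells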
bCat nuc transl – beta-catenin nuclear translocation modulation; HeLa beta-catenin nuclear translocation, immunofluorescence imaging; nuclear translocation activity, % at 5 µM; 190,000 compounds, 0.3% hits;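 active = nuclear translocation activity above 50% at 5 µM, with a well cell count of 50 or more; inconclusive = wells under 50 cells across six images, flagged as toxic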;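 also: per-cell ratio of nuclear to cytoplasmic median beta-catenin stain intensity; plate controls were DMSO negative control for no effect and GSK-3 inhibitor IX positive control for full effect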
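Test system: human HeLa cell line; Doses: 5 µM primary, 0.02–20 µM confirmation; Incubation: 24 h compound exposure, 37°C; Detection: beta-catenin immunofluorescence imaging with DAPI; Read-out: beta-catenin nuclear/cytoplasmic ratio, % activation.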
MT stabilizer – stabilizes microtubules in HeLa cells; % tubulin-high responders, % at 10 µM; HeLa tubulin immunostaining HCS, 24 h; share of cells brighter than vehicle mean+2SD; 200,000 compounds, 0.83% hits;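 active = plate Z-score above 3 for both tubulin-high and condensed-nucleus cell shares, with cell loss under 80%, at 10 µM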;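 also: anti alpha tubulin signal scored within the nucleus-defined area of each cell; some results filed as inactive read as strong as hits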
ER stress rescue – protection against thapsigargin-triggered cell killing – 384-well, CSM14.1, ATP luminescence, primary screen (AID 1222); CSM14.1 thapsigargin-induced death rescue, ATP luminescence; higher % means a stronger effect; one-dose cellular ATP content (survival), % at 20 µM; EC50 in µM for titrated hits; 190,000 tested, under 10 active;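 active = EC50 below 50 µM in the dose-response confirmation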;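 also: death triggered by thapsigargin at about 15 µM added after 2 h compound pretreatment; cell ATP read after overnight thapsigargin exposure of roughly 18 to 22 hours; normalized against plate controls of thapsigargin alone and 5% DMSO vehicle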
P. falciparum M17LAP – P. falciparum M17LAP inhibitors, primary screen, biochemical, fluorogenic H-Leu-NHMec substrate, 1536-well (AID 1619); inhibition, % at 30 µM; hits with a dose series show IC50 in µM; 220,000 compounds, 0.38% hits; recombinant M17LAP, H-Leu-NHMec fluorogenic kinetic assay; higher % means a stronger effect;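 active = compound inhibiting the enzyme by more than half at any dose during confirmatory dose-response retesting; inconclusive = strong single-dose inhibitors picked by rank but not retested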;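 also: plate controls were full reaction with DMSO carrier for no effect and no enzyme background for full effect; strong numbers were not always called active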
Ins promoter up – MIN6 insulin promoter up-regulation | AID 1625 | MIN6 insulin promoter-GFP reporter, high-content imaging; hits give high values | 190,000 compounds, 0.3% hits | z-score at 5 µM;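 active = z-score above 3 at 5 µM with at least 500 cells counted in the well; inconclusive = wells under 500 cells, flagged as cytotoxic or low count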
M1AAP inhibition – P. falciparum M1AAP inhibitors, biochemical, fluorogenic H-Leu-NHMec substrate, 1536-well (AID 1445). recombinant M1AAP, H-Leu-NHMec fluorogenic kinetic assay; higher % means a stronger effect. inhibition, % at 30 µM; hits with a dose series show IC50 in µM. 220,000 compounds, 0.42% hits;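 active = primary inhibition above the hit cutoff, then over 50% inhibition at one or more dose response concentrations, cut at about 23% in these data, passing the limit was not always enough; inconclusive = conflicting primary data, or primary hits not chosen for dose response; inactive = low primary inhibition, or under 50% at every dose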;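 also: plate controls were DMSO full reaction for no effect and no enzyme background for full effect; strong numbers were not always called active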
K1F lysis inhibition – inhibition of K1F phage lysis, E. coli UTI89, bacterial capsule biogenesis inhibitors, alamar blue (AID 488966); 340,000 compounds, 0.02% hits; E. coli UTI89 K1F phage lysis, alamar blue, 2 h; higher % means a stronger effect; inhibition, % at 100 µM, or IC50 in µM where a hit was titrated;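 active = phage lysis inhibition, versus mean bacterial control, above a set limit; inconclusive = no clear call, values can overlap the other calls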;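 also: capsule biogenesis inhibitors block K1F phage lysis so surviving cells raise fluorescence; higher fluorescence means more inhibition of phage lysis; actives were called in the ten point dose series up to 300 µM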
Dynein transport – dynein cargo transport inhibition. 3617.4 mouse cells, GR-EGFP nuclear translocation imaging; test concentration mostly 20 µM; stimulated with dexamethasone, 1 µM; hits give low values. z-score, hits read low. 220,000 compounds, 0.47% hits. AID 1381;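 active = plate z-score of nuclear minus cytoplasmic receptor signal below a set negative limit, without overly bright fluorescence or cell loss, cut at about -3.5 in these data, passing the limit was not always enough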;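 also: z-score of nuclear minus cytoplasmic ring GR-EGFP intensity difference per well; some compounds called inactive have numbers as strong as hits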
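Buffer or medium: tet-free medium with charcoal-stripped serum / Also added: dexamethasone agonist, 1.0 µM final, for 30 min / Timing: induction 48 h, compound 1 h, agonist 30 min / Measured by: high-content fluorescence imaging after fixation / Read-out: nuclear-to-cytoplasmic GR-EGFP distribution per well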
Dynein transport cytoplasmic EGFP – second read-out of Dynein transport, no call of its own (marks repeat the call); z-score; measured here: cytoplasmic GR-EGFP intensity; hits give high values
Dynein transport nuclear GR-EGFP – recorded beside Dynein transport, whose call it bears; z-score; measured here: nuclear GR-EGFP intensity;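 lower value marks the stronger effect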
Dynein transport cell count – recorded beside Dynein transport, whose call it bears; z-score; measured here: cell count per field
Ins promoter up cell count – also measured in Ins promoter up; calls as there; cell count; measured here: cytotoxicity, nuclei count;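 total cells summed across four imaged fields per well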
bCat nuc transl cell count 5 µM – recorded beside bCat nuc transl, whose call it bears; cell count; measured here: cell count, cytotoxicity flag
MT stabilizer Hoechst-high % – second read-out of MT stabilizer, no call of its own (marks repeat the call); % Hoechst-high responders; measured here: nuclear condensation Hoechst responders;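 share of cells brighter than vehicle mean plus two SD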
MT stabilizer cytotoxicity % – also measured in MT stabilizer; calls as there; toxicity, %; measured here: cytotoxicity by cell density;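 0% = mean cell density of plate MIN control wells and 100% = no cells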
Autophagy HCS cell loss 18 h – further read-out of Autophagy HCS, marked with its call; toxicity, %; measured here: cell loss, nuclei count;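 cell loss after 18 h compound exposure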
* = called active by the depositor; [ ] = remark or other dose.

How did CCCCn1c(NS(=O)(=O)c2ccccc2)c(S(=O)(=O)c2ccc(C)cc2)c2nc3ccccc3nc21 do in these assays?
Autophagy HCS: inactive; bCat nuc transl: -1.4; MT stabilizer: 5.2; ER stress rescue: 1.4%; P. falciparum M17LAP: -20%; Ins promoter up: -0.1; M1AAP inhibition: -1%; K1F lysis inhibition: -1.0%[50 µM]; Dynein transport: 0.48; Dynein transport cytoplasmic EGFP: -0.22; Dynein transport nuclear GR-EGFP: 0.14; Dynein transport cell count: 0.41; Ins promoter up cell count: 1406; bCat nuc transl cell count 5 µM: 967; MT stabilizer Hoechst-high %: 1.4; MT stabilizer cytotoxicity %: 4.5; Autophagy HCS cell loss 18 h: 10

What do the screens show for `Cc1nn(-c2cccc(C(F)(F)F)c2)c(Cl)c1/C=N/Nc1cccc(C(=O)O)c1`?
Autophagy HCS: inactive; bCat nuc transl: -0.1; MT stabilizer: 1.4; ER stress rescue: 0.4%; P. falciparum M17LAP: inconclusive; Ins promoter up: 0.23; M1AAP inhibition: 14%; K1F lysis inhibition: 0.0%; Dynein transport: -0.21; Dynein transport cytoplasmic EGFP: -0.12; Dynein transport nuclear GR-EGFP: -0.51; Dynein transport cell count: 0.4; Ins promoter up cell count: 1156; bCat nuc transl cell count 5 µM: 571; MT stabilizer Hoechst-high %: 4.9; MT stabilizer cytotoxicity %: 12; Autophagy HCS cell loss 18 h: -8

What do the screens show for `Cc1oc(S(=O)(=O)N2CCCCC2)cc1NC(=O)Nc1ccc(Cl)cc1`?
bCat nuc transl: -0.3; P. falciparum M17LAP: -3%; Ins promoter up: 0.03; M1AAP inhibition: 0%; K1F lysis inhibition: 0.1%; Dynein transport: 0.41; Dynein transport cytoplasmic EGFP: -0.19; Dynein transport nuclear GR-EGFP: -0.00086; Dynein transport cell count: 0.048; Ins promoter up cell count: 1168; bCat nuc transl cell count 5 µM: 1224

What do the screens show for `CN1CCN(S(=O)(=O)c2cc([N+](=O)[O-])ccc2N/N=C/c2ccc(Cl)cc2)CC1`?
Autophagy HCS: inactive; bCat nuc transl: -1.2; MT stabilizer: 1.8; ER stress rescue: -1.0%; P. falciparum M17LAP: -2%; Ins promoter up: 0.29; M1AAP inhibition: 2%; K1F lysis inhibition: 2.3%[50 µM]; Dynein transport: 0.74; Dynein transport cytoplasmic EGFP: 0.43; Dynein transport nuclear GR-EGFP: 0.72; Dynein transport cell count: -0.52; Ins promoter up cell count: 1358; bCat nuc transl cell count 5 µM: 816; MT stabilizer Hoechst-high %: 2.0; MT stabilizer cytotoxicity %: 9.9; Autophagy HCS cell loss 18 h: 3

Results for Cc1ccc(C(=O)O/N=C/c2ccc3c(c2)OCO3)cc1 ?
Autophagy HCS: inactive; bCat nuc transl: -0.2; MT stabilizer: 2.7; ER stress rescue: -1.9%; P. falciparum M17LAP: 9%; Ins promoter up: 0.19; M1AAP inhibition: 3%; K1F lysis inhibition: -0.1%; Dynein transport: 0.87; Dynein transport cytoplasmic EGFP: -0.13; Dynein transport nuclear GR-EGFP: 1; Dynein transport cell count: -2.2; Ins promoter up cell count: 1466; bCat nuc transl cell count 5 µM: 1007; MT stabilizer Hoechst-high %: 3.6; MT stabilizer cytotoxicity %: 5.8; Autophagy HCS cell loss 18 h: 9

Results for CN(C)C(=S)Nc1ccc(N2CCOCC2)cc1 ?
bCat nuc transl: -0.1; P. falciparum M17LAP: 0%; Ins promoter up: 0.52; M1AAP inhibition: 3%; K1F lysis inhibition: 5.2%; Dynein transport: -0.1; Dynein transport cytoplasmic EGFP: -0.24; Dynein transport nuclear GR-EGFP: -0.072; Dynein transport cell count: 0.11; Ins promoter up cell count: 1338; bCat nuc transl cell count 5 µM: 1330

What do the screens show for `CCN(CC)S(=O)(=O)c1ccc(C)c(NC(=O)c2cc(C)oc2C)c1`?
Autophagy HCS: inactive; bCat nuc transl: 2.9; MT stabilizer: 4.6; ER stress rescue: -0.3%; P. falciparum M17LAP: 0%; Ins promoter up: -0.91; M1AAP inhibition: 4%; K1F lysis inhibition: 0.2%; Dynein transport: -0.87; Dynein transport cytoplasmic EGFP: -0.2; Dynein transport nuclear GR-EGFP: -0.74; Dynein transport cell count: 0.6; Ins promoter up cell count: 1642; bCat nuc transl cell count 5 µM: 1000; MT stabilizer Hoechst-high %: 1.8; MT stabilizer cytotoxicity %: 4.6; Autophagy HCS cell loss 18 h: -11

What do the screens show for `O=C1OCC2=C1C(c1ccc(Cl)cc1)CC(=O)N2c1ccc(F)cc1` (stereo unspecified)?
Autophagy HCS: inactive; bCat nuc transl: -2.6; MT stabilizer: 3.7; P. falciparum M17LAP: -11%; Ins promoter up: 0.56; M1AAP inhibition: 4%; K1F lysis inhibition: 0.2%; Dynein transport: 0.078; Dynein transport cytoplasmic EGFP: -0.14; Dynein transport nuclear GR-EGFP: 0.14; Dynein transport cell count: 0.38; Ins promoter up cell count: 1216; bCat nuc transl cell count 5 µM: 1105; MT stabilizer Hoechst-high %: 2.5; MT stabilizer cytotoxicity %: 9.4; Autophagy HCS cell loss 18 h: -13

What do the screens show for `Fc1ccccc1NC(=S)N1CCC(c2ccccc2)C1` (stereo unspecified)?
Autophagy HCS: inactive; bCat nuc transl: -0.3; MT stabilizer: 2.3; ER stress rescue: -2.4%; P. falciparum M17LAP: 3%; Ins promoter up: 0.57; M1AAP inhibition: 7%; K1F lysis inhibition: 0.0%; Dynein transport: 0.48; Dynein transport cytoplasmic EGFP: -0.23; Dynein transport nuclear GR-EGFP: 0.38; Dynein transport cell count: -0.57; Ins promoter up cell count: 1274; bCat nuc transl cell count 5 µM: 1134; MT stabilizer Hoechst-high %: 2.0; MT stabilizer cytotoxicity %: 3.5; Autophagy HCS cell loss 18 h: 6

Results for S=c1[nH]ncc2ccccc12 ?
Autophagy HCS: inactive; bCat nuc transl: 2.7; MT stabilizer: 3.6; ER stress rescue: -0.8%; P. falciparum M17LAP: 2%; Ins promoter up: 0.68; M1AAP inhibition: -2%; K1F lysis inhibition: 1.3%[50 µM]; Dynein transport: -1.1; Dynein transport cytoplasmic EGFP: -0.15; Dynein transport nuclear GR-EGFP: -0.31; Dynein transport cell count: 0.71; Ins promoter up cell count: 1323; bCat nuc transl cell count 5 µM: 1102; MT stabilizer Hoechst-high %: 1.7; MT stabilizer cytotoxicity %: 4.5; Autophagy HCS cell loss 18 h: 3

Results for NC(=O)[C@@H]1[C@@H]2C(=O)N(c3ccc(F)cc3)C(=O)[C@@H]2[C@H]2C=Cc3ccccc3N21 ?
bCat nuc transl: -0.7; P. falciparum M17LAP: 0%; Ins promoter up: -0.07; M1AAP inhibition: 8%; Dynein transport: -1.2; Dynein transport cytoplasmic EGFP: -0.28; Dynein transport nuclear GR-EGFP: -0.9; Dynein transport cell count: 0.57; Ins promoter up cell count: 1196; bCat nuc transl cell count 5 µM: 1336

What do the screens show for `Cc1ccccc1-c1nnc(NC(=O)c2cc3ccccc3oc2=O)s1`?
Autophagy HCS: inactive; bCat nuc transl: -1.9; MT stabilizer: 3.1; ER stress rescue: -5.0%; P. falciparum M17LAP: -2%; Ins promoter up: -0.52; M1AAP inhibition: 3%; Dynein transport: -0.17; Dynein transport cytoplasmic EGFP: -0.24; Dynein transport nuclear GR-EGFP: 0.79; Dynein transport cell count: 0.14; Ins promoter up cell count: 1271; bCat nuc transl cell count 5 µM: 574; MT stabilizer Hoechst-high %: 2.5; MT stabilizer cytotoxicity %: 4.4; Autophagy HCS cell loss 18 h: 22

How did Cn1c(-c2c(N)n(-c3ccccc3)c3nc4ccccc4nc23)nc2ccccc21 do in these assays?
Autophagy HCS: active; bCat nuc transl: 2.8; MT stabilizer: 2.3; ER stress rescue: 1.3%; P. falciparum M17LAP: 2%; Ins promoter up: 0.08; M1AAP inhibition: 4%; K1F lysis inhibition: 3.2%; Dynein transport: -0.08; Dynein transport cytoplasmic EGFP: 4.3; Dynein transport nuclear GR-EGFP: 1.3; Dynein transport cell count: -1.6; Ins promoter up cell count: 1225; bCat nuc transl cell count 5 µM: 512; MT stabilizer Hoechst-high %: 3.2; MT stabilizer cytotoxicity %: 14; Autophagy HCS cell loss 18 h: -16*

Results for CC(C)Cc1nc2oc3c(=O)[nH]cnc3c2c2c1CCCC2 ?
Autophagy HCS: inactive; bCat nuc transl: 0.0; MT stabilizer: 2.9; ER stress rescue: -0.6%; P. falciparum M17LAP: -7%; Ins promoter up: 0.28; M1AAP inhibition: 0%; K1F lysis inhibition: 0.4%; Dynein transport: 0.71; Dynein transport cytoplasmic EGFP: -0.22; Dynein transport nuclear GR-EGFP: 1; Dynein transport cell count: -0.4; Ins promoter up cell count: 1209; bCat nuc transl cell count 5 µM: 569; MT stabilizer Hoechst-high %: 0.9; MT stabilizer cytotoxicity %: 11; Autophagy HCS cell loss 18 h: 21
